Assay outcomes as filed in PubChem.
RGS7-Gao reg – human RGS7-Galphao interaction regulation; Multiplexed bead flow cytometry, RGS7-Galphao binding; actives lie on both sides; binding response (% of control), % at 10 µM; 0.35% of 220,000 active; AID 1439; P09471; in the data active = binding response below about 49% or above about 150%; inconclusive = no clear call, values can overlap the other calls; inactive = in between;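 note: fluorescent Galphao held in activated GDP-AlF4 state binding bead-coupled RGS7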
Bcl-2 Bim block – inhibitors of Bim-Bcl-2 interaction, human; inhibition, % at 10 µM; 0.06% of 190,000 active; P10415; Bead-based flow cytometry, Bim peptide-Bcl-2 binding; in the data active = inhibition above about 40%; inconclusive = no clear call, values can overlap the other calls;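 note: 0% = no compound wells with probe peptide and 100% = reference peptide inhibitor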
Target sequence (P10415 whole entry, looked up): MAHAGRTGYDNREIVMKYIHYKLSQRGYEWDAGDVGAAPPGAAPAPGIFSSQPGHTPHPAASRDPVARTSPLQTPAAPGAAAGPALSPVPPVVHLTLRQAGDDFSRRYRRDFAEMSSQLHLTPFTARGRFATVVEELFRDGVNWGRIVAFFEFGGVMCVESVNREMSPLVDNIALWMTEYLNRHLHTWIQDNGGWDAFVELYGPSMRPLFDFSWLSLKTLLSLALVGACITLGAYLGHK
Mcl1-Bid inh – Mcl-1/Bid interaction inhibition; inhibition, % at 21.7 µM; TR-FRET Mcl-1/Bid-Dy647 peptide binding, 1536-well; 0.97% of 220,000 active;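 active = compounds that cut the binding signal by more than half at the single screening dose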;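 note: His-tagged Mcl-1 with europium anti-His antibody binding Bid BH3 peptide; 0% = Mcl-1 plus peptide wells and 100% = peptide-only wells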
Target sequence (Q07820 whole entry, looked up): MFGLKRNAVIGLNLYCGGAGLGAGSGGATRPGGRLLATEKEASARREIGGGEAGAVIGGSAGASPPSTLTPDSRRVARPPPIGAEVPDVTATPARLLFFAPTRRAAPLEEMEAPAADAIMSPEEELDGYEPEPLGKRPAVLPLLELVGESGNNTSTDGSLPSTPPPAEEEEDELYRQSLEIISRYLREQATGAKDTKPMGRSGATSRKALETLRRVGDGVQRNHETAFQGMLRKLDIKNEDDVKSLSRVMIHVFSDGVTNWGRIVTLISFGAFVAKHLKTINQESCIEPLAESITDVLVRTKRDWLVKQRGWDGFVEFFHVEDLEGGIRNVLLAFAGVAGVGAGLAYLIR
RGS4-Gao reg – human RGS4-Galphao interaction regulation | P09471 | Multiplexed bead flow cytometry, RGS4-Galphao binding; actives lie on both sides | binding response (% of control), % at 10 µM | 0.33% of 220,000 active | AID 1415; in the data active = binding response below about 49% or above about 150%; inactive = in between;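 note: fluorescent Galphao activated with aluminum fluoride binding bead-coupled RGS4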
Bim-Bcl-XL – disrupts Bim peptide binding to human Bcl-XL | AID 1007 | bead flow cytometry, fluorescence | inhibition, % at 10 µM | 0.04% of 190,000 active
Target sequence (Q07817 whole entry, looked up): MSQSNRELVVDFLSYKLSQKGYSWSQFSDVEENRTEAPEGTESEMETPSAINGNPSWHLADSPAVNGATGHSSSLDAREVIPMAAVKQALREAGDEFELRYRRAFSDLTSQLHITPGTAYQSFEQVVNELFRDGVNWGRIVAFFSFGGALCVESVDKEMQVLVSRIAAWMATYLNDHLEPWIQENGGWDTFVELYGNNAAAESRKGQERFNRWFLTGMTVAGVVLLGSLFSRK
RGS8-Gao reg – modulates binding of RGS8 to human Galphao; multiplexed bead flow cytometry; actives lie on both sides; response (percent of control binding), % at 10 µM; 0.34% of 220,000 active; AID 1423; in the data active = response below about 60% or above about 140%; inactive = in between;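 note: Galphao activated as the GDP aluminium fluoride complex binding bead-coupled RGS8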
Bim-Bcl-B – disrupts Bim peptide binding to human Bcl-B | inhibition, % at 10 µM | AID 951 | 0.073% of 190,000 active | bead-based flow cytometry;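 note: 0% = tracer peptide without compound and 100% = reference inhibitor peptide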
Bim-Bfl-1 – disrupts Bim binding to human Bfl-1. AID 1008. Bead-based flow cytometry, Bim-Bfl-1 binding inhibition. inhibition, % at 10 µM. 0.12% of 190,000 active. Q16548;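 note: 0% = wells without compound plus tracer and 100% = blocker peptide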
GSH fluor – compound fluoresces at 488/530 nm on GSH beads. GSH beads flow cytometry, compound fluorescence 488/530 nm; active compounds read high. fluorescence (KMESF) at 10 µM. 0.25% of 190,000 active. AID 1776; in the data active = fluorescence above about 89;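 note: glutathione beads carrying GST-tagged Bcl family fusion proteins plus one bare bead set; values are compound well signal with DMSO vehicle wells as background; inactives centre near 16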
Bim-Bcl-W – human Bim-Bcl-W interaction inhibition. inhibition, % at 10 µM. 0.02% of 190,000 active. AID 952. Q92843. bead-based flow cytometry, Bim peptide-Bcl-W binding;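 note: 0% = bound tracer without compound and 100% = peptide blocker; higher means less fluorescent Bim peptide bound to Bcl-W beads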
Target sequence (Q92843 whole entry, looked up): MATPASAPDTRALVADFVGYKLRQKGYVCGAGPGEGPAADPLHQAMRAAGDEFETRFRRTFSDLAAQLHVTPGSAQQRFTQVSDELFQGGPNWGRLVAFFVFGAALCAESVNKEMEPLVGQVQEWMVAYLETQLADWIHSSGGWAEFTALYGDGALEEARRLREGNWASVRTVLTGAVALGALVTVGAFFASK
Bim-Mcl-1 – inhibitors of Bim-Mcl-1 interaction, human | Q07820 | Bead-based flow cytometry, Bim peptide-Mcl-1 binding | inhibition, % at 10 µM | 0.1% of 190,000 active | AID 1009;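 note: 0% = no compound tracer wells and 100% = peptide blocker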
* hit, by the source's call. Cut-off read from the data, not from the text of the source, unless noted: active = inhibition above about 40%.

What do the screens show for `COc1ccccc1N1C(=O)CC1(C#N)c1ccc(OCc2ccccc2)cc1` (stereo not drawn)?
RGS7-Gao reg: 93; Bcl-2 Bim block: -6; Mcl1-Bid inh: -12; RGS4-Gao reg: 92; Bim-Bcl-XL: -5; RGS8-Gao reg: 94; Bim-Bcl-B: -5; Bim-Bfl-1: -8; GSH fluor: 11; Bim-Bcl-W: 2; Bim-Mcl-1: -2

How did O=C(CCN1C(=O)c2ccccc2C1=O)NCc1ccncc1 do in these assays?
RGS7-Gao reg: 102; Bcl-2 Bim block: -3; Mcl1-Bid inh: -27; RGS4-Gao reg: 99; Bim-Bcl-XL: -2; RGS8-Gao reg: 103; Bim-Bcl-B: -4; Bim-Bfl-1: -7; GSH fluor: 20; Bim-Bcl-W: 1; Bim-Mcl-1: 2

How did COc1ccc(C(=O)NCC2(c3ccccc3)CCOCC2)cc1[N+](=O)[O-] do in these assays?
RGS7-Gao reg: 103; Bcl-2 Bim block: 0; Mcl1-Bid inh: -8; RGS4-Gao reg: 104; Bim-Bcl-XL: -3; RGS8-Gao reg: 106; Bim-Bcl-B: -5; Bim-Bfl-1: 1; GSH fluor: 10; Bim-Bcl-W: -1; Bim-Mcl-1: -4

What do the screens show for `CC1(C(=O)Nc2nnc(SCc3ccccc3)s2)Cc2ccccc2C(=O)O1` (stereo not drawn)?
RGS7-Gao reg: 99; Bcl-2 Bim block: 3; Mcl1-Bid inh: -50; RGS4-Gao reg: 97; Bim-Bcl-XL: -15; RGS8-Gao reg: 99; Bim-Bcl-B: -3; Bim-Bfl-1: -2; GSH fluor: 42; Bim-Bcl-W: 0; Bim-Mcl-1: -4

Results for CC(=O)Nc1cccc(OCC(=O)NS(=O)(=O)c2ccc(Cl)cc2)c1 ?
RGS7-Gao reg: 104; Bcl-2 Bim block: inconclusive; Mcl1-Bid inh: 22; RGS4-Gao reg: 104; RGS8-Gao reg: 100; GSH fluor: 99*

Results for CSc1cccc(NC(=O)CSc2ccccc2)c1 ?
RGS7-Gao reg: 101; Bcl-2 Bim block: -11; Mcl1-Bid inh: -6; RGS4-Gao reg: 99; Bim-Bcl-XL: -22; RGS8-Gao reg: 102; Bim-Bcl-B: -12; Bim-Bfl-1: -18; GSH fluor: 31; Bim-Bcl-W: -6; Bim-Mcl-1: -8

Results for S=c1nc(C23CC4CC(CC(C4)C2)C3)nc2sccn12 ?
RGS7-Gao reg: 98; Bcl-2 Bim block: -1; Mcl1-Bid inh: -5; RGS4-Gao reg: 97; Bim-Bcl-XL: 0; RGS8-Gao reg: 100; Bim-Bcl-B: 2; Bim-Bfl-1: 4; GSH fluor: 12; Bim-Bcl-W: 0; Bim-Mcl-1: 1

Results for COc1cc(/C=N/NC(=O)CCn2c3ccccc3c3ccccc32)cc(OC)c1OC ?
RGS7-Gao reg: 102; Bcl-2 Bim block: -7; Mcl1-Bid inh: 12; RGS4-Gao reg: 102; Bim-Bcl-XL: -2; RGS8-Gao reg: 101; Bim-Bcl-B: -1; Bim-Bfl-1: -5; GSH fluor: 12; Bim-Bcl-W: 0; Bim-Mcl-1: 7

How did CC1CCN(CC(=O)N2c3ccccc3CCc3ccccc32)CC1 do in these assays?
RGS7-Gao reg: 101; Bcl-2 Bim block: 1; Mcl1-Bid inh: -25; RGS4-Gao reg: 105; Bim-Bcl-XL: -1; RGS8-Gao reg: 99; Bim-Bcl-B: 3; Bim-Bfl-1: 3; GSH fluor: 61; Bim-Bcl-W: -5; Bim-Mcl-1: 0

What do the screens show for `O=C(Nc1nnc(-c2ccccc2F)s1)Nc1ccccc1F`?
RGS7-Gao reg: 101; Bcl-2 Bim block: -1; Mcl1-Bid inh: -42; RGS4-Gao reg: 101; Bim-Bcl-XL: 0; RGS8-Gao reg: 105; Bim-Bcl-B: -2; Bim-Bfl-1: -4; GSH fluor: 24; Bim-Bcl-W: 0; Bim-Mcl-1: 0

What do the screens show for `CC(C)C(OC(=O)c1cccc(S(=O)(=O)NCC(F)(F)F)c1)C(=O)NC(N)=O` (stereo not drawn)?
RGS7-Gao reg: 102; Bcl-2 Bim block: -5; Mcl1-Bid inh: -6; RGS4-Gao reg: 103; Bim-Bcl-XL: -4; RGS8-Gao reg: 100; Bim-Bcl-B: -1; Bim-Bfl-1: -4; GSH fluor: 12; Bim-Bcl-W: -1; Bim-Mcl-1: -2

Results for Cc1ccc(N=C(NOCc2ccc(Cl)cc2Cl)c2nonc2N)c(C)c1 ?
RGS7-Gao reg: 101; Bcl-2 Bim block: -5; Mcl1-Bid inh: -14; RGS4-Gao reg: 103; Bim-Bcl-XL: -6; RGS8-Gao reg: 102; Bim-Bcl-B: -3; Bim-Bfl-1: -1; GSH fluor: 23; Bim-Bcl-W: 0; Bim-Mcl-1: -2

What do the screens show for `COc1ccc(CC(=O)N2CCN(C(=O)Cc3ccc(OC)cc3)CC2)cc1`?
RGS7-Gao reg: 99; Bcl-2 Bim block: -2; Mcl1-Bid inh: -5; RGS4-Gao reg: 98; Bim-Bcl-XL: -6; RGS8-Gao reg: 101; Bim-Bcl-B: -6; Bim-Bfl-1: 1; GSH fluor: 20; Bim-Bcl-W: -7; Bim-Mcl-1: -8

What do the screens show for `CSc1nsc(SCC(=O)Nc2c(C)n(C)n(-c3ccccc3)c2=O)n1`?
RGS7-Gao reg: 98; Bcl-2 Bim block: 2; Mcl1-Bid inh: -23; RGS4-Gao reg: 99; Bim-Bcl-XL: -4; RGS8-Gao reg: 102; Bim-Bcl-B: -2; Bim-Bfl-1: 1; GSH fluor: 15; Bim-Bcl-W: -2; Bim-Mcl-1: -2

How did COCCCNC(=S)N(Cc1cccnc1)Cc1ccc(OC)c(OC)c1 do in these assays?
RGS7-Gao reg: 97; Bcl-2 Bim block: -6; Mcl1-Bid inh: -61; RGS4-Gao reg: 96; Bim-Bcl-XL: -3; RGS8-Gao reg: 99; Bim-Bcl-B: -3; Bim-Bfl-1: 7; GSH fluor: 8; Bim-Bcl-W: 0; Bim-Mcl-1: -7

What do the screens show for `Cc1cc(C)c(S(=O)(=O)Nc2ccc(O)cc2)cc1C`?
RGS7-Gao reg: 103; Bcl-2 Bim block: 1; Mcl1-Bid inh: -1; RGS4-Gao reg: 100; Bim-Bcl-XL: -10; RGS8-Gao reg: 97; Bim-Bcl-B: 0; Bim-Bfl-1: -1; GSH fluor: 19; Bim-Bcl-W: -7; Bim-Mcl-1: -5

How did O=C1OC2(CCCCC2)OC(=O)C1=CNc1nccs1 do in these assays?
RGS7-Gao reg: 97; Bcl-2 Bim block: -8; Mcl1-Bid inh: 2; RGS4-Gao reg: 98; Bim-Bcl-XL: -9; RGS8-Gao reg: 99; Bim-Bcl-B: -7; Bim-Bfl-1: -17; GSH fluor: 25; Bim-Bcl-W: -1; Bim-Mcl-1: -3

What do the screens show for `COc1ccc(CN2CCN(CCCc3ccccc3)CC2)c(OC)c1`?
RGS7-Gao reg: 94; Bcl-2 Bim block: -5; Mcl1-Bid inh: 22; RGS4-Gao reg: 97; Bim-Bcl-XL: 0; RGS8-Gao reg: 99; Bim-Bcl-B: -4; Bim-Bfl-1: -7; GSH fluor: 19; Bim-Bcl-W: 0; Bim-Mcl-1: 0

What do the screens show for `Cc1ccc(NC(=O)CN2C(=O)N/C(=C/c3cc(C)n(-c4ccc(C(=O)O)cc4)c3C)C2=O)cc1`?
RGS7-Gao reg: 100; Bcl-2 Bim block: 2; Mcl1-Bid inh: -123; RGS4-Gao reg: 103; Bim-Bcl-XL: -3; RGS8-Gao reg: 99; Bim-Bcl-B: -1; Bim-Bfl-1: -3; GSH fluor: 19; Bim-Bcl-W: 0; Bim-Mcl-1: 1

What do the screens show for `COc1cc(CNCc2cccnc2)ccc1OCC(=O)NC1CCCCC1`?
RGS7-Gao reg: 103; Bcl-2 Bim block: -1; Mcl1-Bid inh: 5; RGS4-Gao reg: 98; Bim-Bcl-XL: -4; RGS8-Gao reg: 95; Bim-Bcl-B: -6; Bim-Bfl-1: -6; GSH fluor: 21; Bim-Bcl-W: -6; Bim-Mcl-1: 0

Results for Cc1c(C(=O)Nc2ccc3c4c(cccc24)CC3)cccc1[N+](=O)[O-] ?
RGS7-Gao reg: 104; Bcl-2 Bim block: 2; Mcl1-Bid inh: 0; RGS4-Gao reg: 104; Bim-Bcl-XL: 2; RGS8-Gao reg: 102; Bim-Bcl-B: 1; Bim-Bfl-1: 0; GSH fluor: 10; Bim-Bcl-W: -1; Bim-Mcl-1: 2

What do the screens show for `COc1ccccc1CNc1nc(SC)ncc1CO`?
RGS7-Gao reg: 99; Bcl-2 Bim block: -3; Mcl1-Bid inh: -4; RGS4-Gao reg: 100; Bim-Bcl-XL: -5; RGS8-Gao reg: 99; Bim-Bcl-B: -5; Bim-Bfl-1: -1; GSH fluor: 16; Bim-Bcl-W: -2; Bim-Mcl-1: -2

Results for CC1=C(C(N)=O)C(c2cccnc2)n2nc(SCc3ccccc3Cl)nc2N1 (stereo not drawn) ?
RGS7-Gao reg: 97; Bcl-2 Bim block: 5; Mcl1-Bid inh: -3; RGS4-Gao reg: 97; Bim-Bcl-XL: 4; RGS8-Gao reg: 101; Bim-Bcl-B: 1; Bim-Bfl-1: 3; GSH fluor: 23; Bim-Bcl-W: 3; Bim-Mcl-1: 4

What do the screens show for `COc1cc(/C=C/C(=O)NCc2ccccn2)cc(OC)c1OC`?
RGS7-Gao reg: 103; Bcl-2 Bim block: -5; Mcl1-Bid inh: -13; RGS4-Gao reg: 102; Bim-Bcl-XL: -11; RGS8-Gao reg: 103; Bim-Bcl-B: -6; Bim-Bfl-1: -3; GSH fluor: 12; Bim-Bcl-W: -4; Bim-Mcl-1: -3

What do the screens show for `Nc1cccc2[nH]c(C(F)(F)F)nc12`?
RGS7-Gao reg: 97; Bcl-2 Bim block: -1; Mcl1-Bid inh: 18; RGS4-Gao reg: 98; Bim-Bcl-XL: -13; RGS8-Gao reg: 100; Bim-Bcl-B: -3; Bim-Bfl-1: -4; GSH fluor: 9; Bim-Bcl-W: -10; Bim-Mcl-1: -28

How did CN(C)c1nc(Nc2ccccc2)nc(Oc2ccc(=O)[nH]n2)n1 do in these assays?
RGS7-Gao reg: 100; Bcl-2 Bim block: -3; Mcl1-Bid inh: -15; RGS4-Gao reg: 99; Bim-Bcl-XL: -10; RGS8-Gao reg: 101; Bim-Bcl-B: -5; Bim-Bfl-1: -16; GSH fluor: 19; Bim-Bcl-W: -4; Bim-Mcl-1: -1

How did CN(c1ccccc1)S(=O)(=O)c1ccc(Cl)c(C(=O)Nc2nc3ccccc3[nH]2)c1 do in these assays?
RGS7-Gao reg: 105; Bcl-2 Bim block: -3; Mcl1-Bid inh: -12; RGS4-Gao reg: 101; Bim-Bcl-XL: -3; RGS8-Gao reg: 106; Bim-Bcl-B: -2; Bim-Bfl-1: -1; GSH fluor: 4; Bim-Bcl-W: 0; Bim-Mcl-1: 0

What do the screens show for `CCCCN(C)S(=O)(=O)c1ccc(C(=O)Nc2nnc(-c3cccs3)o2)cc1`?
RGS7-Gao reg: 96; Bcl-2 Bim block: -2; Mcl1-Bid inh: -74; RGS4-Gao reg: 100; Bim-Bcl-XL: -1; RGS8-Gao reg: 101; Bim-Bcl-B: 0; Bim-Bfl-1: -1; GSH fluor: 14; Bim-Bcl-W: 0; Bim-Mcl-1: -1
